procasp7 counter: procaspase-7 activators, primary screen, counter-screen for procaspase-3 activator project, biochemical, absorbance, HTS, human; Caspase-7 (Homo sapiens), P55210; recombinant procaspase-7, Ac-DEVD-pNA absorbance 405 nm; D23A/D198A/D206A triple mutant, cannot self-cleave; scale: DMSO 0, 5 µM enzyme 100; activation, % at 8.5 µM; 0.093% of 330,000 active;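 active = percent activation above the screen-wide mean plus 3 SD, cut at about 25% in these data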
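Test system: Procaspase-7 triple mutant (PC-7 D3A). Also added: Ac-DEVD-pNA substrate, 400 µM as added. Schedule: 1 h enzyme–compound preincubation and 2 h substrate reaction, both 25 °C. Signal: p-Nitroaniline absorbance at 405 nm, read at 0 and 120 min. Control set: low DMSO alone, high DMSO plus 5 µM PC-7.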
ZTA DNA inh: blocks Epstein-Barr virus ZTA, an EBNA-1 counter-screen; P03206; ZTA-DNA binding, fluorescence polarization; AID 2234; 0.15% of 320,000 active; inhibition, % at 11 µM; in the data active = inhibition above about 33%
LAP4-GFP MLPCN: modulators of LAP4-GFP expression in yeast, primary screen, S. cerevisiae, multiplex flow cytometry, MLPCN library | 3 h; median GFP as percent of DMSO wells | GFP response vs DMSO, % at 10 µM | 0.34% of 320,000 active | AID 2023, 2009;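 active = GFP response vs DMSO above a set limit, about the screen mean plus 3 SD, cut at about 150% in these data; inconclusive = under 70 cell events counted for the yeast strain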
RPL19A-GFP yeast: RPL19A-GFP expression modulators in yeast, primary screen, cell-based, S. cerevisiae, multiplex flow cytometry, MLPCN; S. cerevisiae RPL19A-GFP strain, 3 h; hits give low values; percent response vs DMSO, % at 10 µM; 0.3% of 330,000 active;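 active = percent response vs DMSO below 50%; inconclusive = fewer than 70 events counted for the yeast strain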;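 note: median channel GFP fluorescence of the barcoded RPL19A-GFP strain; ratio of sample median GFP to plate DMSO average so 100% = DMSO; lower means less RPL19A-GFP as with rapamycin TOR inhibition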
MEP2-GFP yeast: modulators of MEP2-GFP levels in yeast, primary screen, S. cerevisiae, multiplex flow cytometry, MLPCN library. 0.51% of 330,000 active. GFP response vs DMSO, % at 10 µM. AID 2016, 2009. S. cerevisiae MEP2-GFP strain, 3 h; 100% = DMSO control level;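 active = GFP response versus DMSO above a set limit, roughly screen mean plus 3 SD, cut at about 180% in these data; inconclusive = fewer than 70 cells counted for a yeast strain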;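 note: median GFP fluorescence of the barcode-gated MEP2-GFP cells per well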
EBNA-1 inhibitor: EBNA-1 DNA-binding inhibitors, primary screen, biochemical, fluorescence polarization; inhibition, % at 14.8 µM; 0.34% of 300,000 active; AID 1950, 2009; in the data active = inhibition above about 28%
AHR activator: AHR activators, primary screen, cell-based, luminescence, luciferase reporter, human. Aryl hydrocarbon receptor (Homo sapiens), P35869. AHR-responsive luciferase reporter cells. activation, % at 5 µM. 2.5% of 320,000 active. AID 2796, 2010; in the data active = activation above about 47%;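 note: 0% = vehicle wells and 100% = reference agonist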
procasp3 activ: activators of human procaspase-3 D3A mutant, primary screen, biochemical, absorbance, PC-3 D3A mutant, single concentration | Caspase-3 (Homo sapiens), P42574 | recombinant procaspase-3 D3A, Ac-DEVD-pNA absorbance 405 nm | activation, % at 8.5 µM | 0.11% of 330,000 active | AID 463141, 2010;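 active = activation above the mean of all tested compounds plus 3 SD, cut at about 21% in these data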;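 note: 0% = DMSO alone and 100% = DMSO wells spiked with extra 5 µM PC-3 D3A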
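Assay system – Procaspase-3 D3A mutant, all three cleavage aspartates alanine · Controls – DMSO-only low control, 5 µM PC-3 D3A high control · Schedule – 1 h compound preincubation, 2 h substrate hydrolysis at 25 °C · Signal – 405 nm absorbance of p-nitroaniline, reads at 0 and 120 min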
* hit, by the source's call; ? = inconclusive; / = no result given; [ ] = another dose, or the depositor's remark.

Values in the order: RPL19A-GFP yeast, ZTA DNA inh, procasp7 counter, LAP4-GFP MLPCN, MEP2-GFP yeast, EBNA-1 inhibitor, procasp3 activ, AHR activator
COc1ccc(-c2ccc3c(c2)S(=O)(=O)c2cccc(C(=O)NCCOc4ccccc4)c2C3=O)cc1OC
    95, -4, 15, 82, 96, /, 5, 2
Cc1cc(-c2nnc(SCC(=O)c3ccc4c(c3)OCCO4)o2)no1
    102, -9, 3, 104, 98, 1, 3, 4
CC(C)c1ccccc1NC(=O)CN1C(=O)c2ccccc2C1=O
    102, 4, 1, 98, 99, -2, 8, 2
O=C(Nc1ccccc1C(=O)N1CCOCC1)c1ccc(CSc2ccccc2)cc1
    101, 5, 1, 101, 110, 1, -1, 4
CCCNC(=O)COc1coc(CN2CCN(Cc3ccccc3)CC2)cc1=O
    101, 13, 7, 99, 95, 6, -1, 2
O=C(NCC(F)(F)F)c1ccc(S(=O)(=O)Nc2ccccc2N2CCCC2)cc1
    96, /, -18, 94, 104, /, -1, 1
CCCCNCc1ccc(SC)cc1
    99, -5, 1, 97, 98, -3, 9, -1
Cc1ccc2cc(C#N)c(NCc3ccccc3)nc2c1
    98, 8, -1, 101, 110, 13, -11, 11
CC(C)CCN1CCNC(=O)C1CC(=O)Nc1ccc(F)cc1 (stereo not given)
    98, 12, 2, 108, 101, -6, 7, 0
C[C@]12C(=O)N(c3ccc(Cl)cc3)C(=O)N1[C@@H]1c3ccccc3OC[C@@H]1[C@H]2c1ccccc1
    99, 1, 4, 108, 96, 3, 0, -1
COCCN=C1NN=C(c2cc(C)n(CC3CCCO3)c2C)CS1 (stereo not given)
    97, 13, -11, 106, 97, -13, -1, -2
Cc1cccc(OC(C)C(=O)N2CCN(Cc3ccc4c(c3)OCO4)CC2)c1 (stereo not given)
    93, -12, 2, 103, 103, 1, -3, 28
O=C(NCc1ccc2c(c1)OCO2)c1nc(Cn2cc([N+](=O)[O-])cn2)no1
    92, -3, 1, 87, 104, -23, -2, 13
CCCC[C@@H]1CCCO[C@@](C(=O)NCc2cc(C)n(C)n2)(C(F)(F)F)C1
    99, -9, 12, 105, 94, 1, -3, -4
O=C1NC(NS(=O)(=O)c2ccc(Cl)cc2)(C(F)(F)F)C(=O)N1CCc1ccccc1 (stereo not given)
    114, -1, -6, 103, 104, 0, -4, 11

3 entries out of the list, ordered by length of the SMILES, lowest first.
Values in the order: RPL19A-GFP yeast, ZTA DNA inh, procasp7 counter, LAP4-GFP MLPCN, MEP2-GFP yeast, EBNA-1 inhibitor, procasp3 activ, AHR activator
CC(C)CCN1CCNC(=O)C1CC(=O)Nc1ccc(F)cc1 (stereo not given)
    98, 12, 2, 108, 101, -6, 7, 0
COCCN=C1NN=C(c2cc(C)n(CC3CCCO3)c2C)CS1 (stereo not given)
    97, 13, -11, 106, 97, -13, -1, -2
Cc1cccc(OC(C)C(=O)N2CCN(Cc3ccc4c(c3)OCO4)CC2)c1 (stereo not given)
    93, -12, 2, 103, 103, 1, -3, 28

(cont.)
Values in the order: RPL19A-GFP yeast, ZTA DNA inh, procasp7 counter, LAP4-GFP MLPCN, MEP2-GFP yeast, EBNA-1 inhibitor, procasp3 activ, AHR activator
CSc1ccccc1C(=O)C1CCCN(Cc2c(C)n(C)n(-c3ccccc3)c2=O)C1 (stereo not given)
    95, 4, 10, 97, 102, 9, -5, 7
CC(C)CC1NC(=O)N(CC(=O)Nc2ccc3c(c2)CCC3)C1=O (stereo not given)
    102, -4, 11, 94, 103, -4, 1, 2
COc1ccc(C(=O)Nc2c(O)ccc3ccccc23)cc1
    95, -13, -9, 97, 92, -14, -4, 79*
c1ccc2ncccc2c1
    109, /, -3, 106, 104, /, 4, 5
Cc1ccc(-n2nc(C(=O)O)c3ccccc3c2=O)cc1C
    96, 3, 4, 95, 94, -2, 5, 0
O=C1CSC(=S)N1CC1CCCO1 (stereo not given)
    108, -14, -20, 92, 84, -10, -10, 3
O=C(CCc1ccccc1)Nc1ccc(S(=O)(=O)N2CCOCC2)cc1
    96, -1, 1, 103, 91, 6, -3, 0
COc1cc(-c2nnc3sc(C4CCCCC4)nn23)cc(OC)c1OC
    43*[may fluoresce violet], -1, 9, 107[may fluoresce violet], 546*[may fluoresce violet], -2, 8, 1
O=C(COC(=O)c1ccc(NS(=O)(=O)c2ccc(Br)s2)cc1)NC1CCCC1
    100, -4, 14, 100, 103, 4, 0, 1
CCCNC(=O)COC(=O)c1[nH]c(C)c(C(=O)OCC)c1C
    98, 6, 2, 81, 92, 2, -3, 30
CCCOCn1cc(F)c(=O)[nH]c1=O
    100, -1, -4, 94, 100, 2, -6, 1
C[n+]1cccc(C(=O)NNC(=O)C23CC4CC(CC(C4)C2)C3)c1
    96, -3, -6, 97, 101, -2, -6, -1
O=C1c2ccccc2C(=O)N1CCCCN(C(=O)c1ccc(Cl)s1)c1ccc(Cl)cc1
    100, -10, -3, 104, 105, 6, -3, 7
CN(Cc1ccco1)c1ncnc2ccc(-c3ccc4c(c3)OCO4)cc12
    94, 0, 1, 108, 96, /, 4, 30
O=C(NNS(=O)(=O)c1ccc(F)cc1)C1CC(c2cccnc2)=NO1 (stereo not given)
    98, 1, 6, 103, 96, 4, 7, -3
CN(C)c1ccc(/C=N/NC(=O)CN(c2cccc(Cl)c2)S(C)(=O)=O)cc1Br
    96, 2, 6, 91, 100, -6, -1, 14
Cc1ccc(/C=N/NC(=O)c2ccc(NC(=O)c3ccc(Cl)cc3)cc2)o1
    96, 6, 3, 106, 94, -9, -3, 0
O=C(c1cc2sccc2n1Cc1ccc(F)cc1)N1CCc2ccccc21
    100, 10, -6, 99, 102, -2, -3, 15
Cc1c(C(=O)OC(C)C)sc2nc[nH]c(=O)c12
    91, 2, 2, 89, 89, 2, 1, 1
C[C@@H](NC(=O)[C@@H]1Cc2ccccc2CN1)C(=O)NC1CCCC1
    98, 7, -1, 100, 100, 12, 2, 1
C=CCC[C@H](Cc1ccc(F)cc1)C(=O)OC[C@H](Cc1c[nH]c2ccccc12)NC(=O)[C@H](CC=C)CC(=O)N[C@H](CO)Cc1ccccc1
    104, /, 1, 110, 104, /, 2, -1
Cc1ccc([C@@H]2[C@@H]3C(=O)N(C)C(=O)[C@@H]3[C@]3(C)C(=O)N(Cc4ccccn4)CC(=O)N23)o1
    99, -6, -11, 111, 97, 0, -2, 0
C=C(C)Cn1c(SCCN2CCOCC2)nc2c1c(=O)[nH]c(=O)n2C
    94, 7, 1, 98, 96, 1, -1, 3
O=C1CCCc2[nH]nc(-c3cccnc3)c21
    100, -8, 3, 108, 97, 3, 0, 4
CC1(C(=O)Nc2ccc3c(c2)OCCO3)CC1(Cl)Cl (stereo not given)
    100, 3, 7, 109, 98, 7, -5, 3
NS(=O)(=O)c1cccc(NC(=O)CSc2ncc(C(F)(F)F)cc2Cl)c1
    100, 0, 0, 90, 104, 4, 9, -2
CCCOc1cc(N)ccc1C(=O)OCCN(CC)CC
    101, 8, 1, 112, 95, 4, 8, -1
O=C(Nc1nccs1)c1cccc(NC(=O)c2ccco2)c1
    98, -20, 5, 104, 107, -6, 6, 7
Nc1nc(SCC(=O)Nc2ccccc2-c2ccccc2)n[nH]1
    98, -1, 7, 83, 101, 8, -3, 1
O=C(Oc1ccc(Br)cc1C(=S)N1CCOCC1)c1ccc(F)cc1
    100, -7, -18, 86, 101, -1, -13, -3
COc1ccccc1N1CCN(C(=O)c2ccc3c(c2)NC(=O)C(CSCc2ccccc2C)N3)CC1 (stereo not given)
    100, 12, -5, 138, 97, 4, -3, 2
COc1cc(C(=O)N/N=C(\C)Cc2ccccc2)cc(OC)c1OC
    105, -4, 0, 96, 106, 3, -2, 45
CCOc1ccc2[nH]c(=O)c(CN(Cc3ccc(C)cc3)C(=O)N3CCCC3)cc2c1
    102, 5, 10, 97, 107, 6, 8, 9
Cc1ccc(NC(=O)c2ccccc2NC(=O)Cc2ccccc2)cc1
    101, -7, -2, 94, 93, -4, -10, 7
COC(=O)c1ccc(Cl)c(NC(=O)CN2CCC(C)CC2)c1
    101, 2, -7, 96, 107, 7, 5, -3
Cc1cc(C)c(C)c(S(=O)(=O)N2CCN(C(=O)CNC(=O)c3ccco3)CC2)c1C
    99, -8, 5, 105, 99, /, 12, -1
COc1ccc(CC(=O)N/N=C(\C)c2cccnc2)cc1
    108, -1, 2, 74, 95, -10, -6, 4
O=C(N/N=C1\CC(c2ccccc2)Oc2ccccc21)c1cccnc1 (stereo not given)
    93, 4, 1, 89, ?, 4, 1, 36
CCC(C)CNC(=O)c1cccc(OC2CCN(CC(C)(C)C)CC2)c1 (stereo not given)
    97, -1, 0, 87, 103, 10, 3, 5
CCOCCCNC(=O)/C(C#N)=C/c1cc(C)c(O)c(C)c1
    95, 12, -7, 117, 105, 6, -8, 34
O=C(NC(=O)c1cnccc1C(F)(F)F)Nc1ccccc1
    96, -12, 6, 106, 97, 11, 2, 3
Cc1cc(O)c(Sc2ncn[nH]2)cc1NS(=O)(=O)c1ccc(Cl)cc1
    103, -12, -2, 112, 99, /, 5, 1
CCc1cccc2c1Sc1ccccc1CC2N1CCNCC1 (stereo not given)
    100, -18, 6, 92, 91, -4, 2, -1
CCOC(=O)C1CCCN(C(=O)C(C)(C)Oc2ccc(Cl)cc2)C1 (stereo not given)
    104, 16, 16, 107, 113, -10, 4, 0
CCN(CC)C(=O)c1[nH]cnc1C(=O)N[C@H](C)c1ccccc1
    103, -1, 0, 103, 104, /, 8, 1
O=C(CSc1nnc(-c2cccnc2)n1CCN1CCCCC1)Nc1cccc(Cl)c1
    98, 3, 8, 88, 104, 5, -1, 2
COc1ccc(C(=O)C2CCN(C(=O)c3ccco3)CC2)cc1
    101, 6, -8, 102, 92, 2, 17, 0
O=C1C[C@@H](c2ccc(O[C@@H]3O[C@H](CO)[C@@H](O)[C@H](O)[C@H]3O)cc2)Oc2cc(O)ccc21
    /, -7, -11, /, /, 0, -10, 0
Cc1cccc(NC(=O)C2CCCN(c3cnccn3)C2)c1 (stereo not given)
    91, -13, -4, 71, 93, -1, -4, 88*

Looked up above.
C[n+]1cccc(C(=O)NNC(=O)C23CC4CC(CC(C4)C2)C3)c1 in ZTA DNA inh shows -3
CSc1ccccc1C(=O)C1CCCN(Cc2c(C)n(C)n(-c3ccccc3)c2=O)C1 (stereo not given) in procasp3 activ shows -5

Screening results (PubChem)

No enrichment for hits; 3.8% or so of the library scored in one or more.
